# DUSP3 inh: VHR1 phosphatase inhibitors, primary screen, biochemical, absorbance, uHTS | Dual specificity protein phosphatase 3 (Homo sapiens), P51452 | 0.52% of 290,000 active | recombinant VHR phosphatase, pNPP absorbance | inhibition, % at 13.3 µM | AID 1654, 2009; in the data active means inhibition above about 50%; further: some compounds called inactive have numbers as strong as hits
# Target sequence (P51452 whole entry, looked up): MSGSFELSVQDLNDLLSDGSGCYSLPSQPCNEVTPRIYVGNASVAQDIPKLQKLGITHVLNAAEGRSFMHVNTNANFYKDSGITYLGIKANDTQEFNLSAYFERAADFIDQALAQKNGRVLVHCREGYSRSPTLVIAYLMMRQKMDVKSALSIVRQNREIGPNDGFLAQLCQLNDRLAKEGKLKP
# CCHF vOTU inh: CCHFV vOTU protease inhibitors, primary screen, biochemical, Pep-AMC substrate, fluorescence; Crimean-Congo hemorrhagic fever virus L polyprotein viral ovarian tumor (vOTU) protease …; inhibition, % at 11.5 µM; 0.55% of 370,000 active; AID 651958, 2012; further: 0% = vehicle wells with enzyme and 100% = no enzyme wells
# BioA inh: M. tuberculosis BioA enzyme inhibitors, primary screen, biochemical, plate reader, single point, HTS; 7,8-diaminopelargonic acid synthase BioA (Mycobacterium tuberculosis); purified M. tuberculosis BioA enzyme; inhibition, % at 9.99 µM; 0.096% of 360,000 active; AID 602481, 2012; in the data active means inhibition above about 40%; inconclusive means no clear call, values can overlap the other calls
# FBA Mtb inh: Mtb FBA enzyme inhibitors, primary screen, biochemical, fluorescence, strain H37Rv; inhibition, % at 1 µM; AID 588726, 2011; purified M. tuberculosis FBA, fluorescence read-out; Fructose-bisphosphate aldolase (Mycobacterium tuberculosis (strain ATCC 25618 / H37Rv)), …; 2.3% of 360,000 active; in the data active means inhibition above about 27%;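 further: 0% = vehicle and 100% = reference inhibitor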
# Target sequence (P9WQA3 whole entry, looked up): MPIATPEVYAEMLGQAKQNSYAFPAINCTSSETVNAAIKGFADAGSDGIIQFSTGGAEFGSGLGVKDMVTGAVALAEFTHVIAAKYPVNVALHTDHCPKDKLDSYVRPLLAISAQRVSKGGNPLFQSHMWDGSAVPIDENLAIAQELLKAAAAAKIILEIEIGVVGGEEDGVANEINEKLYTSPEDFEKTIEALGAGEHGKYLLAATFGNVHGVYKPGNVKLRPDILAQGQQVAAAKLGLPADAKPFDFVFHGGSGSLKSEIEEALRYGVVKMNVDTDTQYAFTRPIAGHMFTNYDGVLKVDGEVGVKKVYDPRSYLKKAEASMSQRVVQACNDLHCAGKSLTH
# MazF activator: activators of E. coli MazEF toxin-antitoxin RNase, primary screen, biochemical, fluorescence, uHTS. AID 504720, 2011. activation, % at 20 µM. FAM/BHQ RNA-DNA oligo cleavage fluorescence, 5 h. 0.32% of 350,000 active. Endoribonuclease toxin MazF (Escherichia coli (strain K12)), P0AE70; in the data active means activation above about 50%
# Target sequence (P0AE70 whole entry, looked up): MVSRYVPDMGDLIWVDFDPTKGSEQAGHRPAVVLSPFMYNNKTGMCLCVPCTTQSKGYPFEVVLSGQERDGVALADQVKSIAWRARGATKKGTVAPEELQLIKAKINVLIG
# BoNT F protease: BoNT/F light chain protease inhibitors, primary screen, biochemical, flow cytometry, MLPCN library. Multiplex microsphere protease cleavage assay. AID 588497, 2011. Botulinum neurotoxin type F light chain protease (Clostridium botulinum). inhibition, % at 10 µM. 0.22% of 360,000 active; in the data active means inhibition above about 35%, passing the limit was not always enough; inconclusive means no clear call, values can overlap the other calls; further: plate controls were buffer without enzyme for full effect and enzyme alone for no effect
# GDH-TPI inh: GDH-TPI coupling enzyme inhibitors, primary screen, artefact control for M. tuberculosis FBA inhibitor project, biochemical, absorbance, full deck; GDH-TPI coupled enzyme counterscreen, NADH absorbance; AID 588335, 2011; inhibition, % at 4.8 µM; 1.2% of 360,000 active;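 further: 0% = DMSO wells and 100% = wells lacking the enzyme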
# Rv3671c inh: Rv3671c serine protease inhibitors, primary screen, biochemical, fluorescence polarization, M. tuberculosis H37Rv. P9WHR9. inhibition, % at 5.96 µM. 0.048% of 320,000 active; in the data active means inhibition above about 38%;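 further: extracellular domain of Rv3671c used as enzyme; 0% = enzyme with DMSO and 100% = no enzyme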
# Target sequence (P9WHR9 whole entry, looked up, the tested form may be a part): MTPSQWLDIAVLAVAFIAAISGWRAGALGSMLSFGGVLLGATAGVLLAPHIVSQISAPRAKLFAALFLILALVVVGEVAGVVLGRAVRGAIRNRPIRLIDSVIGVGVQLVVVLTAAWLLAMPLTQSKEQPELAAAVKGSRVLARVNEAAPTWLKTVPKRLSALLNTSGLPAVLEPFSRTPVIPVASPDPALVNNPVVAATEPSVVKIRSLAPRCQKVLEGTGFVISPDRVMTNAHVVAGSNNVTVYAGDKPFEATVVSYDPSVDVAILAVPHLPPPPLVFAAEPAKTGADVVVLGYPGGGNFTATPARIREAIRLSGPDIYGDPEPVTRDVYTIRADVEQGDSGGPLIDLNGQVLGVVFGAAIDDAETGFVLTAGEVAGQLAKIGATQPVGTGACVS
# UGM FP inh: M. tuberculosis UGM enzyme inhibitors, primary screen, biochemical, fluorescence polarization, single point. UDP-galactopyranose mutase (Mycobacterium tuberculosis (strain ATCC 25618 / H37Rv)), …. purified UGM, fluorescence polarization probe displacement. inhibition, % at 10 µM. 0.06% of 320,000 active. AID 504406, 2011; in the data active means inhibition above about 10%, passing the limit was not always enough; inconclusive means no clear call, values can overlap the other calls
# FadD28 binding: inhibitors of FadD28 bisubstrate probe binding, primary screen, biochemical, fluorescence polarization, single point | inhibition, % at 12.5 µM | Mycobacterium tuberculosis FadD28 fatty-acid-AMP ligase | 0.22% of 360,000 active | AID 588549, 2011; in the data active means inhibition above about 8.5%, passing the limit was not always enough; inconclusive means no clear call, values can overlap the other calls
# * = called active by the depositor; ? = inconclusive; nt = not tested or not shown; & = joins results of further samples. Unless noted, no stated cut-off is given here; in the data, active means inhibition above about 30%; inactive means the rest.
SMILES,DUSP3 inh,CCHF vOTU inh,BioA inh,FBA Mtb inh,MazF activator,BoNT F protease,GDH-TPI inh,Rv3671c inh,UGM FP inh,FadD28 binding
COC(=O)c1sccc1NC(=O)Nc1ccc(OC)cc1OC,10.5,5.9,-2.6,-2.9,-9.4,10.9,3.8,-7.2,0.9,-0.4
O=C(NCc1ccc(F)cc1)c1cc2c(s1)CCCC2,-14.7,-3.1,0.8,-3.9,-6.2,-13.5,3.5,4.8,0.3,-1.2
Cn1nnnc1SCc1nc2scc(-c3ccccc3)c2c(=O)[nH]1,9.6,3.1,0.9,-1.0,-0.4,-1.6,5.3,3.1,0.7,-2.7
O=C(Nc1ccc(OC(F)(F)F)cc1)c1cc(S(=O)(=O)N2CCCCC2)ccc1N1CCOCC1,nt,6.8,1.2,-1.2,9.1,3.4,-5.5,nt,nt,-3.4
CCCCn1c(N)c(N(CCC(C)C)C(=O)CSc2nc3ccccc3n2C)c(=O)[nH]c1=O,nt,9.8,-0.4,5.2,-22.7,9.4,8.4,nt,nt,-1.5
C[C@]1(C(=O)NCCCNc2ncc(C(F)(F)F)cc2Cl)C=C[C@@H](Cc2ccccc2)N1C(=O)c1ccccc1,0.2,nt,-0.2,-0.3,5.6,11.7,1.4,-13.4,1.8,-5.8
O=C(CSc1nc2c(sc3ccccc32)c(=O)n1CCCN1CCCC1)NCc1ccccc1,18.4,-17.4,nt,13.3,1.2,-3.5,6.2,-4.3,1.9,-6.8
Cn1cccc1C(=O)NC(=O)COC(=O)CC12CC3CC(CC(Br)(C3)C1)C2,35.5,4.7,-0.8,8.1,7.5,-0.5,0.4,-8.6,9.5,-3.1
O=C(CN1C(=O)CCSc2ccccc21)Nc1ccc2c(c1)OCCO2,22.4,7.1,0.1,-0.6,-0.6,-7.1,11.7,4.1,-0.3,0.1
CCOc1ccc(N/C(SC)=C(/C#N)C(N)=O)cc1,17.8,1.0,0.3,-2.6,-3.0,-6.8,20.4,5.0,-3.7,-3.7
COc1ccc(OC)c(C(=O)CSc2nnc(C3CC3)n2C2CC2)c1,nt,7.2,1.0,0.7,-0.9,-4.4,12.5,nt,nt,-2.8
CC(=O)Nc1nc2ccccc2n1CCN(C)C,18.9,16.4,-2.8,-0.8,3.9,-2.0,10.1,2.0,-1.5,-2.4
O=C(Nc1ccc2c(c1)OCO2)C1CC(=O)N(c2ccc3c(c2)OCCO3)C1 (configuration not stated),21.7,5.8,nt,-4.0,8.2,-6.0,-6.0,3.5,-0.9,-3.8
CCOC(=O)C1CCCN(C(=O)COc2ccccc2O)C1 (configuration not stated),6.5,5.2,0.0,-2.7,5.3,-4.9,1.7,-10.2,1.3,0.0
C=C1c2cccc(OC)c2O[C@H](C(=O)OCC)[C@@H]1CCCCCC,nt,nt,1.5,-3.0,8.6,-0.3,-5.5,nt,nt,-3.6
Cc1cc(C(=O)N2CCN(c3ncccn3)CC2)c2cc(F)ccc2n1,15.3,3.2,1.9,3.5,2.7,1.5,11.7,-0.8,-0.4,-2.7
CCCCNC(=O)C(=O)NC(C)CCc1ccccc1 (configuration not stated),7.1,-4.8,nt,0.1,-3.6,-1.7,-5.1,7.7,-1.6,-2.8
O=C(O)c1ccc(Sc2nnnn2-c2ccccc2)c([N+](=O)[O-])c1,20.8,10.4,-0.1,2.6,-1.2,10.6,4.9,4.4,1.0,1.5
COc1ccc(C2N(c3ccc(Cl)cc3)N=C(C(C)=O)N(C)N2C(C)=O)cc1 (configuration not stated),42.7,3.1,nt,-0.9,-3.4,-4.7,-1.2,0.5,0.6,-1.8
CCOC(=O)c1c(C)[nH]c(C(=O)/C(C#N)=C/c2ccc(OC(F)F)c(OC)c2)c1C,-5.5,8.8,nt,0.8,22.6,-3.0,10.7,-13.4,-1.9,-0.4
O=C(c1ccc(CNc2c(N3CCCC3)c(=O)c2=O)cc1)N1CCN(C2CCCCC2)CC1,7.6,7.9,0.4,-0.1,9.4,-5.6,3.4,-7.8,0.3,0.8
CC1(C)c2[nH]c3ccccc3c2C[C@H]2C(=O)N(N)CC(=O)N21,-9.3,-9.6,-0.6,0.0,5.4,-4.1,-0.4,1.6,2.5,1.5
CCCCC(OC(=O)c1ccco1)C(=O)NCc1ccc(C)cc1 (configuration not stated),25.9,18.1,-1.2,-2.6,8.4,1.2,-3.0,-3.0,-1.9,-0.4
N#Cc1c(-c2ccccc2)nc(SCC(=O)Nc2nnc(C(F)(F)F)s2)[nH]c1=O,6.9,1.9,nt,7.3,1.9,-6.0,8.8,-1.0,4.4,2.8
COc1cc(/C=C/C(=O)O)cc(S(=O)(=O)NCCCC(=O)O)c1OC,6.0,15.1,nt,14.0,-3.6,-5.6,3.5,14.6,-0.6,1.2

# One compound at a time, from the list above. Values in the order: DUSP3 inh	CCHF vOTU inh	BioA inh	FBA Mtb inh	MazF activator	BoNT F protease	GDH-TPI inh	Rv3671c inh	UGM FP inh	FadD28 binding
# CCOC(=O)C1CCCN(C(=O)COc2ccccc2O)C1 (configuration not stated) across the screens: 6.5	5.2	0.0	-2.7	5.3	-4.9	1.7	-10.2	1.3	0.0
# CCCCn1c(N)c(N(CCC(C)C)C(=O)CSc2nc3ccccc3n2C)c(=O)[nH]c1=O across the screens: nt	9.8	-0.4	5.2	-22.7	9.4	8.4	nt	nt	-1.5
# CC1(C)c2[nH]c3ccccc3c2C[C@H]2C(=O)N(N)CC(=O)N21 across the screens: -9.3	-9.6	-0.6	0.0	5.4	-4.1	-0.4	1.6	2.5	1.5
# O=C(CN1C(=O)CCSc2ccccc21)Nc1ccc2c(c1)OCCO2 across the screens: 22.4	7.1	0.1	-0.6	-0.6	-7.1	11.7	4.1	-0.3	0.1

# (listing goes on)
SMILES,DUSP3 inh,CCHF vOTU inh,BioA inh,FBA Mtb inh,MazF activator,BoNT F protease,GDH-TPI inh,Rv3671c inh,UGM FP inh,FadD28 binding
CC1(c2cccc([N+](=O)[O-])c2)CC(C)(C)N(C(=O)c2ccccc2)c2ccccc21 (configuration not stated),-28.5,0.5,0.4,0.1,3.1,9.7,2.9,1.4,1.0,-4.5
CCN(CC)S(=O)(=O)c1ccc(N/N=C(\C)c2ccncc2)nc1,38.4,18.8,-0.6,-3.5,-1.6,-13.8,37.9*,-10.2,-0.3,0.1
CN(CCc1ccccc1)C(=O)c1cccc(NC(=O)Cc2ccc([N+](=O)[O-])cc2)c1,nt,-5.7,0.1,0.8,2.8,-0.2,1.7,1.9,-3.6,-3.5
CC1=C(C(=O)NC(C)C)C2(CCC(C)CC2)OC1=O (configuration not stated),29.3,0.5,-1.3,1.1,0.8,-6.2,7.3,1.0,-2.2,-2.5
C[C@H](CO)N1C[C@H](C)[C@H](CN(C)C(=O)Nc2cccc(C(F)(F)F)c2)OCc2cnnn2CCCC1=O,nt,0.2,-2.5&0.0,0.9,3.6,-5.3,-3.8,nt,nt,-2.5
C=CCSc1nc2ccsc2c(=O)n1-c1cccnc1,2.2,-0.4,nt,4.3,8.2,6.4,4.4,-3.4,3.2,0.0
COc1cccc(CNC(=O)CCC2CCCN(c3cc(C)nc(N4CCCC4)n3)C2)c1 (configuration not stated),3.9,-3.1,nt,0.8,12.3,-3.5,1.9,-4.2,-0.8,-1.2
COc1ccc(C(=O)CC(SCC(NC(C)=O)C(=O)O)c2ccc(Cl)cc2)cc1OC (configuration not stated),nt,14.0,2.4,-0.1,14.5,-10.8,3.6,-11.0,0.7,-3.7
CC(C)(C)c1ccc(CC(=O)N2CCC2(C)C(=O)Nc2cccc3cccnc23)cc1 (configuration not stated),nt,5.5,-0.4,-1.1,nt,2.3,0.4,nt,nt,-5.3
Cc1cc(C)c(C(=O)CSc2nnc(C)c(=O)[nH]2)cc1C,2.0,5.2,nt,4.8,-2.6,-5.7,2.6,-4.1,2.5,-1.0
Cc1cccc(NC(=O)C2CCCN(S(=O)(=O)c3c(C)nn(C)c3C)C2)c1 (configuration not stated),nt,-7.2,0.2,2.9,4.9,-3.3,-1.4,4.6,-0.3,-1.4
COc1ccc(/C=N/NC(=O)c2ccn[nH]2)cc1COc1ccc(Cl)cc1Cl,-12.9,19.7,-0.2,1.6,-25.7,10.1,18.0,-128.6,0.5,-12.9
CCN(CC)C(=O)C1=C(C)N(CCC2=CCCCC2)C(=O)C(CC(=O)NCc2cccc3ccccc23)C1 (configuration not stated),nt,14.7,1.6,-2.1,-7.4,-1.6,3.1,nt,nt,-4.5
CC(=O)N1C[C@H]2CON(C)[C@H]2C[C@H]1c1ccccc1Br,nt,-2.8,-3.0,2.3,7.7,-4.8,2.1,nt,nt,0.3
CCN(CC)CCN(C(=O)c1ccc(Br)s1)c1nc2cc3c(cc2s1)OCCO3,-7.5,-6.7,nt,2.0,-2.5,-5.9,11.4,1.7,3.0,-2.2
CCN1CCCC1CNC(=O)c1cc2c(OC)cccc2[nH]1 (configuration not stated),26.3,-18.1,0.0,30.3*,-3.0,-34.4,-1.4,2.8,-0.1,-2.7
CCCOC(=O)CSc1nnc(-c2ccc(Cl)cc2Cl)o1,-2.6,1.9,nt,-1.7,1.9,2.4,-3.8,5.9,3.0,2.6
Cc1ccc(C)c(N=Nc2nc3ccccc3n2C)c1,21.9,1.8,0.9,-2.3,5.1,-14.2,24.5,14.2,0.4,-1.1
COc1ccc(-n2c(/C=C/c3ccc(O)c(O)c3)nc3ccccc3c2=O)cc1,-1.6,16.3,1.0,-4.3,-2.8,?,22.8,-17.0,-8.1,0.5
COc1cc(C2c3c(oc4ccccc4c3=O)C(=O)N2Cc2ccncc2)ccc1O (configuration not stated),-0.4,-0.1,-1.0,2.2,3.3,-7.0,-1.8,-0.5,0.9,0.3
CCOC(=O)N1CCN(C(=O)c2ccccc2NS(=O)(=O)c2ccc(C)cc2)CC1,27.2,-5.3,0.6,-0.3,4.8,-2.6,6.5,-5.0,0.4,1.0
Cc1cc(C(=O)COc2cccc(-n3cnnn3)c2)c(C)n1-c1ccccc1,21.3,-3.0,nt,-3.1,4.0,-1.9,14.7,-3.2,-4.3,-0.7
CC(=O)Nc1ccc(NC(=O)CSc2nc(=O)n(Cc3ccncc3)c3c2CCC3)cc1,nt,-4.8,2.1,-1.1,3.2,4.7,8.8,-5.2,1.5,0.3
CN(Cc1ccccc1)C(=O)COC(=O)CN1C(=O)c2ccccc2C1=O,nt,0.5,-1.4,-2.2,1.7,-8.6,3.9,-9.5,-3.5,-0.3
O=C(OCC(=O)N1CCc2ccccc21)c1ccc(Cl)nc1,10.5,-2.6,0.9,-5.6,6.8,-1.9,-2.5,-1.9,-0.2,-1.9
CC12CC3CC(C)(C1)CC(CN1CCOCC1)(C3)C2,3.0,3.5,-1.4,-2.6,6.5,4.8,-12.8,-1.4,1.6,-3.3
O=[N+]([O-])c1ccc(Oc2cccc(Br)c2)c2ccncc12,21.8,6.9,nt,-0.8,-2.8,5.0,16.8,1.5,0.6,-0.5
Nc1nc(NCCOCCO)nc(NCc2ccccc2)c1[N+](=O)[O-],16.5,-2.4,0.2,1.6,2.2,-1.0,27.0,nt,5.5,-0.8
CC(C)COc1ccc(Br)cc1CNC(C)(C)C,21.9,6.5,nt,0.2,4.4,-8.0,-15.5,-6.2,1.2,-4.7
